Assay outcomes (PubChem BioAssay)
RTF Ca sens act – increases calcium sensitivity of human cardiac regulated thin filaments; P19429+P45379; IANBD-labeled TnC RTF fluorescence at EC20 calcium; 0% EC20 calcium, 100% full calcium; activation, % at 7.2 µM; 0.24% of 340,000 active; AID 493008;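 active = activation above the mean over all tested compounds plus 3 SD, cut at about 30% in these data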;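 also: rise in fluorescence read as greater calcium sensitivity of cardiac thin filaments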
dFosB act – mouse delta FosB homodimer activation. purified delta FosB, TAMRA-CDK5 oligo fluorescence polarization; percent of positive-control signal above neutral wells. 0.99% of 340,000 active. P13346. activation, % at 25 µM;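 active = mean activation above about 17%, with every replicate also reaching it, limit read from the data, passing the limit was not always enough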;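 also: fluorescence polarization rise as delta FosB binds a TAMRA Cdk5 AP-1 oligo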
SR-BI DiI inh – blocks mouse SR-BI lipid uptake from DiI-HDL; ldlA[mSR-BI] CHO cells, DiI-HDL uptake fluorescence, 3 h; 0.96% of 320,000 active; inhibition, % at 12.5 µM; Q61009;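 active = mean replicate inhibition of at least 70% and a set share of replicates each scoring 70 or more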;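 also: 0% = median of neutral control wells and 100% = median of positive control wells; values of inactives mirror those of a sister screen read the other way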
Target sequence (Q61009 whole entry, looked up): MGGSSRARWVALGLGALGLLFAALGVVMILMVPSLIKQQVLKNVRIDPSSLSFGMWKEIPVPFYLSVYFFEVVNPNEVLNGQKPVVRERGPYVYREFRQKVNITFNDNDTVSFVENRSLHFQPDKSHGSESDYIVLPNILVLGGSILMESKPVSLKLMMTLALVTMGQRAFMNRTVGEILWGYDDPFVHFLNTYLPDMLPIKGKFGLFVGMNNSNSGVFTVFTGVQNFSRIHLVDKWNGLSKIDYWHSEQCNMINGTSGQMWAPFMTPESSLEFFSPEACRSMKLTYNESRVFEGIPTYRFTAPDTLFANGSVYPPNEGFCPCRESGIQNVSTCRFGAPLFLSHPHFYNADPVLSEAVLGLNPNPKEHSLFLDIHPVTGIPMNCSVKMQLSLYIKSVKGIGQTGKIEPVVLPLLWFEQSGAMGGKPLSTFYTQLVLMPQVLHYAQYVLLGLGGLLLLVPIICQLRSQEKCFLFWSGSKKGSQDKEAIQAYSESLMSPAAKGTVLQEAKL
MITF TRPM1 HTS – increases MITF-driven TRPM1 promoter luciferase signal; SK-MEL-5 TRPM1-promoter luciferase, 24 h; % of positive control, neutral wells = 0; AID 588334; activation, % at 12.5 µM; 0.75% of 300,000 active;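 active = mean activation of at least 80% with every replicate also reaching 80%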;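 also: 0% = neutral control wells and 100% = parthenolide positive control wells; values of inactives mirror those of a sister screen read the other way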
CDK5 p35 inh – CDK5/p35 (human) kinase inhibition | Q00535+Q15078 | Recombinant CDK5/p35, ADP-Glo luminescence, 60 min | inhibition, % at 10 µM | 0.01% of 330,000 active | AID 488839;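 active = highest replicate inhibition of at least 50% and at least 75% of replicates reaching 50%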;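 also: plate controls were DMSO neutral control for no effect and GW8510 at 10 µM for full effect; many of its hits are not listed in these tables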
PvdQ inh – blocks Pseudomonas aeruginosa PvdQ acylase activity; purified PvdQ acylase, fluorescence plate reader; AID 488965; inhibition, % at 10 µM; 0.063% of 340,000 active; in the data active = inhibition above about 30%, passing the limit was not always enough;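 also: 0% = vehicle neutral wells and 100% = reference inhibitor wells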
Rtt109 Vps75 – C. albicans Rtt109 histone acetyltransferase inhibition; Q5AAJ8; purified Rtt109/Vps75, ThioGlo CoA-SH fluorescence, 4 h; inhibition, % at 34.9 µM; 0.16% of 330,000 active; AID 540336;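 active = inhibition of at least 50% in every replicate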
Wnt bcat act – Wnt/beta-catenin pathway activation; Wnt/beta-catenin reporter cell assay, activator, plate reader; activation, % at 9.35 µM; 1.2% of 300,000 active; in the data active = activation above about 30%, passing the limit was not always enough;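 also: 0% = neutral control wells and 100% = positive control wells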
HTR5A ag ctr – HTR5A agonism, opioid heterodimer counter-screen | P47898 | activation, % at 9.3 µM | 0.61% of 340,000 active | HTR5A agonist assay, luminescence, cell-based; in the data active = activation mostly above about 9.5%, no sharp cut-off; inactive = mostly below about 7.6%;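 also: 0% = cells with vehicle only and 100% = reference agonist; strong numbers were not always called active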
Target sequence (P47898 whole entry, looked up): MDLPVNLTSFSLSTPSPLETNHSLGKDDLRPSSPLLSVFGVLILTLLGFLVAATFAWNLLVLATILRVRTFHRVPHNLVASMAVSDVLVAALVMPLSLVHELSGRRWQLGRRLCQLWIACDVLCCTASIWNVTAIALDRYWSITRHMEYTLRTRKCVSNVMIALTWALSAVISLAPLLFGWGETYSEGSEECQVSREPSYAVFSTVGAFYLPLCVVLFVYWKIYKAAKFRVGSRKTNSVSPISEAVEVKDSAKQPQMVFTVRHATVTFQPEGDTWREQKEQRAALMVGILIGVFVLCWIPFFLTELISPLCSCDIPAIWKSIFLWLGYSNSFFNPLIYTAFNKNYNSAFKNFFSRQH
SR-BI uptake up – SR-BI HDL lipid transfer activation | CHO ldlA[mSR-BI] cells, DiI-HDL uptake fluorescence, 3 h; 100 = double the neutral-control signal | activation, % at 12.5 µM | 0.096% of 320,000 active;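 active = mean replicate activation of at least 60% and every replicate at or above 60%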;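 also: 0% = median plate neutral-control signal and 100% = twice that signal; values of inactives mirror those of a sister screen read the other way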
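Assay system: CHO ldlA[mSR-BI] cells, LDL receptor-null, SR-BI overexpressing; medium: Ham's F12 with 0.5% BSA, HEPES 25 mM, pH 7.4; also added: DiI-HDL 10 µg/mL; timing: 3 h uptake period with compound, 37 °C; signal: DiI fluorescence, bottom read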
* = called active by the depositor; nt = not tested or not shown. Not a hit list; any-hit rate near 4.4%.

Values run as follows: RTF Ca sens act, dFosB act, SR-BI DiI inh, MITF TRPM1 HTS, CDK5 p35 inh, PvdQ inh, Rtt109 Vps75, Wnt bcat act, HTR5A ag ctr, SR-BI uptake up
1) CCC1CCc2c([nH]c3ccccc3c2=O)O1 (stereo not drawn)
  -8, -2, -23, 5, 0.7, -10, -4, nt, 2, 23
2) CCN(CC)CCNc1ccnc2cc(Cl)ccc12
  -3, 9, -39, 15, 3.9, -2, -4, -3, -3, 39
3) CCN(C(=O)c1ccc(Cl)cc1[N+](=O)[O-])c1ccccc1C
  1, 3, -6, 1, 1.6, -11, 17, -3, 2, 6
4) Cc1oc2ccc(O)c(CN(C)C)c2c1C(=O)c1ccccc1
  8, -7, 4, 16, 0.3, -14, 5, 1, -2, -4
5) CCCCN(CC)Cc1ccc(CNC(=S)Nc2c(C)cc(C)cc2C)o1
  -6, -7, nt, 0, 1.4, 0, 27, 0, 2, nt
6) CCN(c1ccccc1)S(=O)(=O)c1ccc2c(c1)C(C)(C)C(=O)N2C
  6, -5, 6, nt, -0.1, -5, 2, nt, 9, -6
7) CCCC(=O)Nc1ccc(Cl)c(NC(=S)NC(=O)c2ccco2)c1
  5, -3, 60, -11, -0.7, -3, 1, 0, -2, -60
8) COc1ccc(CC(=O)Nc2cccc(-c3csc(C)n3)c2)cc1
  -2, -4, nt, 8, 0.3, 9, 17, nt, 2, nt
9) CCOc1ccc(NCc2nnc(SCC(=O)Nc3cc(C)on3)n2-c2ccc(OC)cc2)cc1
  -2, -5, -17, nt, 1.1, 1, -3, nt, 0, 17
10) Cc1ccccc1CC(=O)Nc1cccnc1
  4, 4, -21, nt, 0.5, 0, 1, 0, 1, 21

Some entries already given with just SR-BI uptake up, Rtt109 Vps75 and PvdQ inh.
nr | SMILES | SR-BI uptake up | Rtt109 Vps75 | PvdQ inh
5 | CCCCN(CC)Cc1ccc(CNC(=S)Nc2c(C)cc(C)cc2C)o1 | nt | 27 | 0
6 | CCN(c1ccccc1)S(=O)(=O)c1ccc2c(c1)C(C)(C)C(=O)N2C | -6 | 2 | -5

Additional results.
Values run as follows: RTF Ca sens act, dFosB act, SR-BI DiI inh, MITF TRPM1 HTS, CDK5 p35 inh, PvdQ inh, Rtt109 Vps75, Wnt bcat act, HTR5A ag ctr, SR-BI uptake up
11) O=C(CN1C(=O)COc2ccc(Cl)cc21)N1CCCCC1
  -7, -1, -12, -4, -1.4, 1, 2, 0, 2, 12
12) O=C(OCC1CCNCC1)c1ccc2c(c1)OCO2
  -3, 2, 4, nt, 2.0, -20, 0, 0, -4, -4
13) CC1=Nn2c(nnc2-c2ccco2)SC1
  -2, -8, -9, -2, -0.3, -12, 7, -6, 7, 9
14) CC(=O)OC[C@H]1COc2ccc3ccccc3c2[C@H]1N(C)C(C)=O
  -2, -10, 2, 0, 0.9, 4, -1, nt, 0, -2
15) O=C(Cn1cnc(Cl)c1Cl)c1ccc(F)cc1
  8, 0, -16, 2, 1.0, -6, -7, 1, 1, 16
16) O=C(O)[C@@H]1CCCN1S(=O)(=O)c1cccc2cccnc12
  2, 6, -13, -8, 2.3, 6, 5, 19, -3, 13
17) COc1ccccc1C(=O)NC(CCSC)C(=O)NNC(=O)c1ccccc1O (stereo not drawn)
  0, -7, 76*, -29, -2.0, 3, 3, -7, 0, -76
18) COc1ccc2c(c1)C(C)=CC(C)(C)N2S(=O)(=O)c1ccc(NC(C)=O)cc1
  -1, -6, 4, nt, -0.7, -10, 1, -7, -4, -4
19) COc1ccc(NC(=O)CCCNC(=O)Cn2cnc3sc(C)c(C)c3c2=O)cc1OC
  0, 6, 23, -6, -2.1, -14, -8, 0, -1, -23
20) COCCn1c(SCC(=O)Nc2ccc(Cl)cn2)nc2ccccc21
  6, -8, 2, 21, 0.3, -10, 9, -3, 2, -2

(list continues)
Values run as follows: RTF Ca sens act, dFosB act, SR-BI DiI inh, MITF TRPM1 HTS, CDK5 p35 inh, PvdQ inh, Rtt109 Vps75, Wnt bcat act, HTR5A ag ctr, SR-BI uptake up
21) C=C1CC2C(CCC3(C)C2CCC3(O)C(C)=O)C2(C)CCC(=O)C=C12 (stereo not drawn)
  -1, -7, -2, nt, 3.5, -9, 2, 0, 3, 2
22) Cc1cccc(NC(=S)NC2CCCC2)n1
  0, -6, -1, -10, 2.9, 9, 1, 0, -6, 1
23) CC(=O)Nc1ccc2c(c1)C(=O)c1ccccc1C2=O
  1, -11, 26, nt, -1.4, 3, 3, nt, 3, -26
24) CCN(CC)CC(C)CNC(=O)CC(C(=O)N1CCc2ccccc21)n1ccnc1 (stereo not drawn)
  -1, 2, -27, -28, -2.2, -1, -2, nt, 1, 27
25) CCOC(=O)C1=C(C)N=C2SCCC(=O)N2C1c1sccc1C (stereo not drawn)
  3, -4, nt, -2, -0.4, -17, -6, nt, 0, nt
26) Cc1ccccc1Nc1nc(N)nc(COC(=O)c2cccc(S(=O)(=O)NCc3ccccc3)c2)n1
  3, -3, 28, -1, 2.3, -18, -1, -3, 8, -28
27) COc1cccc(OCC(=O)Nc2ccccc2C(N)=O)c1
  -6, -3, 25, 49, 0.6, 3, 9, 39*, 18*, -25
28) O=C(OCc1cccc2ccccc12)c1ccc2c(=O)[nH]c(CN3CCOCC3)nc2c1
  1, -2, -29, nt, 3.2, 0, -11, nt, 6, 29
29) Nc1ccc(C(=O)OCc2ccncc2)cc1[N+](=O)[O-]
  6, 4, -3, 26, 0.6, -6, 1, 0, -3, 3
30) COc1ccccc1C(NC(C)=O)c1cc(Cl)c2cccnc2c1O (stereo not drawn)
  -5, 2, -1, -9, 4.0, 11, 0, -1, 2, 1

Following part.
Values run as follows: RTF Ca sens act, dFosB act, SR-BI DiI inh, MITF TRPM1 HTS, CDK5 p35 inh, PvdQ inh, Rtt109 Vps75, Wnt bcat act, HTR5A ag ctr, SR-BI uptake up
31) Cc1ccc(NC(=O)N2Cc3ccccc3CC2C(=O)NC(C)(C)C)cc1 (stereo not drawn)
  -6, 5, -1, 5, -0.4, -12, -5, -2, -1, 1
32) CCCc1cc(=O)[nH]c(SCC(=O)c2c(N)n(C)c(=O)n(C)c2=O)n1
  8, -3, 8, -10, 0.4, -6, 13, -3, 4, -8
33) CC(C)CN1C2CCCC1CC(NC(=S)NCc1ccco1)C2 (stereo not drawn)
  6, -5, -25, 5, 3.6, -5, 3, -1, 7, 25
34) Cc1ccc2nc(SCC(=O)N/N=C/c3ccc(C(=O)O)cc3)cc(C)c2c1
  5, -2, 6, nt, 0.0, -6, 0, -2, 1, -6
35) CCC(=O)c1cc(Br)ccc1OCC(=O)N1CCN(S(=O)(=O)c2ccccc2)CC1
  -6, -9, -16, 0, -2.3, 1, 5, -4, 1, 16
36) O=[N+]([O-])c1cccc(N=Cc2ccccc2)c1
  -2, 6, -13, -1, 1.8, -5, 6, -1, 5, 13
37) CC(C)(C)S(=O)(=O)/C(C#N)=N/Nc1ccc(C#N)cc1
  2, 1, -4, 11, -4.2, -9, 7, -1, 4, 4
38) COCC(=O)N1CCCC(C(=O)c2ccc(-c3ccccc3)cc2)C1 (stereo not drawn)
  0, -15, 13, nt, -0.7, -4, -2, 4, 0, -13
39) Cc1cccc(N2CCCn3c2nc2c3c(=O)n(CCN3CCOCC3)c(=O)n2C)c1
  -3, -5, 39, -17, -0.8, -15, 6, nt, -2, -39
40) CCOc1ccccc1OC(=O)c1ccco1
  -2, -2, -5, nt, -1.2, 2, -3, 0, 1, 5

Other entries
Values run as follows: RTF Ca sens act, dFosB act, SR-BI DiI inh, MITF TRPM1 HTS, CDK5 p35 inh, PvdQ inh, Rtt109 Vps75, Wnt bcat act, HTR5A ag ctr, SR-BI uptake up
41) CCc1ccc(N2CC(C(=O)N3CCCC3)CC2=O)cc1 (stereo not drawn)
  1, 3, nt, 3, 0.9, -9, -2, 2, 3, nt
42) Cc1ccc(S(=O)(=O)N2CCC[C@H]2C(=O)NCc2ccccc2Cl)cc1
  4, -2, -11, 4, 0.8, -10, 0, -2, -1, 11
43) Cc1ccc(Cl)cc1N1CCN(C(=O)COc2ccc(S(=O)(=O)NC(C)C)cc2)CC1
  5, -14, 50, -22, 1.4, -8, 6, 0, 6, -50
44) CCN(CC)S(=O)(=O)c1ccc(C(=O)N2CCN=C2SC)cc1
  0, -1, nt, 3, -0.4, -4, -4, -1, 7, nt
45) CC(C)(C)OC(=O)N(CCc1ccccc1)Cc1ccccc1OCc1cccc(NC(=O)C2CCCC2)c1
  -4, -7, 17, 10, -0.9, -9, 3, -3, -5, -17
46) CNC(=O)NC(=O)COC(=O)CCCOc1ccc(OC)cc1
  1, -3, -23, -7, 0.8, -2, 0, -2, 1, 23
47) CCN(c1ccccc1)S(=O)(=O)c1ccc(N)c(OC)c1
  0, 1, -37, -11, -0.7, -13, -10, -14, 2, 37
48) COc1ccc(N2C(=O)CC(Sc3nc(C)c4c(n3)CCCC4)C2=O)cc1 (stereo not drawn)
  -3, 3, -17, -6, 0.1, -14, 0, nt, 2, 17
49) COc1cc(S(=O)(=O)N(C)C2CCCCC2)c(C)cc1C
  0, 1, -10, -5, -3.0, -12, 9, 9, 9, 10
50) COc1ccc(CN(C)C(=O)C2CCN(C(=O)Nc3ccccc3)CC2)cc1OC
  2, -1, 27, 4, -4.2, -9, -4, -1, 16, -27

Later entries:
Values run as follows: RTF Ca sens act, dFosB act, SR-BI DiI inh, MITF TRPM1 HTS, CDK5 p35 inh, PvdQ inh, Rtt109 Vps75, Wnt bcat act, HTR5A ag ctr, SR-BI uptake up
51) Cc1cc(NC(=O)COC(=O)C2CC(=O)N(c3ccc(Cl)cc3)C2)no1 (stereo not drawn)
  -9, -2, -15, -9, -0.2, 6, 9, -4, 1, 15
52) N/C(=N\OC(=O)c1cc(-c2ccccc2)nc2ccccc12)c1ccc(Cl)cc1
  0, 4, -1, 7, -1.8, 3, 11, nt, -3, 1
53) COc1cc(C(=O)N2CCN(C(=O)C(Cc3cc(C)ccc3C)NC(C)=O)CC2)cc(OC)c1OC (stereo not drawn)
  -1, -8, -3, -7, -1.6, -15, -5, -3, 6, 3
54) O=C(CSc1nnc(NC(=O)C2CC2)s1)NCc1ccco1
  3, 0, 0, 3, 0.1, -12, -16, -3, 2, 0
55) CCn1c(SCC(=O)c2cc(OC)ccc2OC)nnc1-c1ccncc1
  -1, -4, 9, -3, 0.7, 1, -3, -3, -6, -9
56) COc1cccc(CCNC(=O)CC2C(=O)NCCN2CC(C)(C)C)c1 (stereo not drawn)
  -5, 2, 5, 3, 0.5, -4, 8, -9, 4, -5
57) O=C(Cn1nc(-c2cccc(Cl)c2)ccc1=O)Nc1ccc(C(=O)NC2CC2)cc1
  2, -7, 0, 4, -1.6, -14, -5, 1, 3, 0
58) CCOc1ccc(S(=O)(=O)N2CCN(Cc3ccc4c(c3)OCO4)CC2)cc1Cl
  -5, -5, -11, 4, 0.9, -8, 4, -2, -1, 11
